Screening results: PubChem, National Center for Advancing Translational Sciences (NCATS)
BRCA1 expr up – qHTS Assay to Identify Small Molecule Activators of BRCA1 Expression; MCF7-BRCA1-FFLuc reporter, luminescence, 48 h; response scale: scaled: vehicle 0%, 10 µM genistein 100%; Potency, µM (top dose mostly 46.1 µM), for the others: top-dose activation, actives largely listed as activators; 1.1% of 380,000 active; AID 624202, 2012; note: potency is the fitted concentration of half-maximal effect; nearly all actives have a fitted effect of over 80% in size; some results filed as inactive show a strong effect at the top dose
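Activators of BRCA1 expression were detected as increased firefly luciferase luminescence in engineered MCF7 cells after 48 h compound incubation. Signals were scaled to genistein 10 microM as full activation.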
PKM2 activator – qHTS Assay for Activators of Human Muscle isoform 2 Pyruvate Kinase; purified PKM2, Kinase-Glo ATP luminescence, activation; response scale: 0% is enzyme alone, no compound; Potency, µM (titrated, usually from 57.5 µM), for the others: at the top dose activation, actives largely listed as activators; 0.34% of 260,000 active; note: potency is the fitted concentration of half-maximal effect; % is set by controls: 0 for no effect and ±100 for the full control effect; nearly all actives have a fitted effect of over 55% in size
Target sequence (P14618 whole entry, looked up, canonical isoform): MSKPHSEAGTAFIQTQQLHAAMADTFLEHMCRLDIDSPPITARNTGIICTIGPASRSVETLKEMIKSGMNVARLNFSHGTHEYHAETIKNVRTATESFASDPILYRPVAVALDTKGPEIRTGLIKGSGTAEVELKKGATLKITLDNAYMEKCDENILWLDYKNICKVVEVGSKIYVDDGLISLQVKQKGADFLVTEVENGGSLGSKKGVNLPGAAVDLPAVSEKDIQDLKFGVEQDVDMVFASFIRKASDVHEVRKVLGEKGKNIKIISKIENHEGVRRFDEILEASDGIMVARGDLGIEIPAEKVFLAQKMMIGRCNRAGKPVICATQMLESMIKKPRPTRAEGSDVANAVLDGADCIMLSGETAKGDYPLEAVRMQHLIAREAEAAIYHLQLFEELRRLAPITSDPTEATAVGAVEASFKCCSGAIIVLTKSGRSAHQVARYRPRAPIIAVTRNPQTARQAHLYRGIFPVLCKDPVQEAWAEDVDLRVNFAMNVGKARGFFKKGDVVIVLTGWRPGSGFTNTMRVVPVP
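Kinase-Glo luminescence reports ATP generated from ADP (0.1 mM) and PEP (0.5 mM) by purified hPK-M2 after 1 h at room temperature, pH 7.2 imidazole buffer; intermediate enzyme activity allows detecting inhibitors and activators.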
Rab9 promoter act – qHTS Assay for Rab9 Promoter Activators; Potency, µM (series often up to 9.22 µM), for inactives: at the top dose activation, negative = inhibition, most hits filed as activators; Huh7 Rab9 promoter-luciferase reporter, luminescence, 24 h; AID 485297, 2010; 2.8% of 320,000 active; note: potency is the fitted concentration of half-maximal effect; % of control where 0% means no effect; nearly all actives have a fitted effect of over 60% in size
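Steps: seed 1500 Huh7 Rab9-luc cells per well, rest 2 h at 37 °C; add compound in DMSO; incubate 24 h; add luciferase reagent, 10 min ambient; read luminescence.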
p53 reactivation – qHTS assay for re-activators of p53 using a Luc reporter. 0.063% of 320,000 active. Potency, µM (doses to about 92.2 µM), inactives show top-dose activity change, positive = activation, most hits filed as activators. H1299 p53-A138V BP100-luciferase reporter, luminescence, 24 h; note: potency is the fitted concentration of half-maximal effect; % of control where 0% means no effect; nearly all actives have a fitted effect of over 45% in size
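p53-null H1299 cells stably carrying temperature-sensitive p53-A138V and a BP100-luciferase reporter were pinned with compounds (4-point, 1:5 series) and held 24 hrs at 37 deg C. Luminescence was read 10 min after detection reagent.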
ELG1 genotoxic – qHTS screen for small molecules that induce genotoxicity in human embryonic kidney (HEK293T) cells expressing luciferase-tagged ELG1; HEK293T ELG1-luciferase reporter, luminescence, 16 h; Potency, µM (highest dose often 46 µM), without a hit: at the highest dose activity change, positive = activation, actives largely listed as activators; 1.3% of 330,000 active; AID 504466, 2011; note: potency is the fitted concentration of half-maximal effect; % of control where 0% means no effect; nearly all actives have a fitted effect of over 60% in size
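Genotoxic stress is detected as increased luminescence from luciferase-tagged ELG1 in HEK293T cells, measured with ONE-Glo after a 16 hr treatment at 37 °C.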
Menin-MLL TR inh – qHTS Assay for Inhibitors Targeting the Menin-MLL Interaction in MLL Related Leukemias: Competition With Texas Red Labeled MLL-derived Mutant Peptide; AID 1768, 2009; O00255; Menin + Texas Red MLL mutant peptide, fluorescence polarization; 0.23% of 270,000 active; Potency, µM (series often up to 61.6 µM), without a hit: at the highest dose FP activity change, negative = inhibition, most hits filed as inhibitors; active = well fitted inhibition curve with a large enough effect in the polarisation, with a control signal flat, not every such curve was filed as active; inconclusive = small, poorly fitted or top-dose-only effect, or effect the other way, or a change in a side signal; inactive = no such curve, though single readings can be large or run the other way; the % refers to the polarisation; note: potency is the fitted concentration of half-maximal effect; % of control where 0% means no effect; many of its hits are not listed in these tables
Giardia kill – Small Molecules that selectively kill Giardia lamblia: qHTS; Giardia lamblia trophozoite viability; activity change, % at 7.66 µM, hits read low; 0.15% of 340,000 active; AID 540267, 2011; in the data active = activity change below about -80%; inconclusive = between about -30% and that limit;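 note: parasites exposed to compound for two days anaerobically before the ATP read; % is set by controls: 0 for no effect and ±100 for the full control effect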
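Luminescence from cellular ATP indicates surviving trophozoites (100 cells/well) following 48 hrs anaerobic compound treatment at 37 deg C; signal develops 15-30 min at room temperature.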
NPC1 prom act – qHTS Assay for NPC1 Promoter Activators; Huh7 NPC1 promoter luciferase reporter, 24 h; Potency, µM (highest dose often 9.22 µM), without a hit: at the highest dose activation, usual class: activators; 2.4% of 320,000 active; AID 485313, 2010;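 note: potency is the fitted concentration of half-maximal effect; % of control where 0% means no effect; nearly all actives have a fitted effect of over 60% in size; reporter is driven by a mutant NPC1 promoter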
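Readout is luciferase luminescence, reflecting NPC1 promoter activation in stably transfected Huh7 cells after 24 h compound exposure at 37 °C in reduced-serum medium with 10% FBS.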
FLuc modulator – qHTS profiling assay for firefly luciferase inhibitor/activator using purifed enzyme and Km concentrations of substrates (counterscreen for miR-21 project); AID 588342, 2011; 6.9% of 360,000 active; purified FLuc, Km substrates, luminescence inhibition; Potency, µM (highest dose often 57.5 µM), without a hit: at the top dose activity change, negative = inhibition, most hits filed as inhibitors; Luciferin 4-monooxygenase (Photinus pyralis), P08659;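 note: potency is the fitted concentration of half-maximal effect; plate controls were vehicle for no effect and reference inhibitor for full effect; nearly all actives have a fitted effect of over 55% in size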
Target sequence (P08659 whole entry, looked up): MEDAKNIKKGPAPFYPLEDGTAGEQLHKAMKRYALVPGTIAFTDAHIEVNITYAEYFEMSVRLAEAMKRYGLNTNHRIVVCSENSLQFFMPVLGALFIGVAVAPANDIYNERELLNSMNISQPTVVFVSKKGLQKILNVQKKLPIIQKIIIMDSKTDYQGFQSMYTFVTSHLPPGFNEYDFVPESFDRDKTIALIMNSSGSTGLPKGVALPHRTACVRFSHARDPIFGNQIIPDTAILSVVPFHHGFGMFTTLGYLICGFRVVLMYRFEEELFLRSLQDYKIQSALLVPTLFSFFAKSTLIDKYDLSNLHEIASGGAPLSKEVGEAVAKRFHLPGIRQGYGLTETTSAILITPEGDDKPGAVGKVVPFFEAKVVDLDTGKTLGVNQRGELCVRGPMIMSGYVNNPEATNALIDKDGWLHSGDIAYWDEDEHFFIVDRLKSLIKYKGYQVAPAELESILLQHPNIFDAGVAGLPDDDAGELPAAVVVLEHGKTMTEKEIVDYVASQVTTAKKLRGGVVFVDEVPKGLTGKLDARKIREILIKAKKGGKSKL
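Purified P. pyralis luciferase, 10 nM final, with Km-level 10 uM D-luciferin and 10 uM ATP in 50 mM Tris acetate pH 7.5, 10 mM Mg acetate, 0.01% Tween-20, 0.05% BSA; 6-point qHTS titration about 60 µM downward; luminescence read.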
RORgamma inh – qHTS for inhibitors of ROR gamma transcriptional activity | Potency, µM (doses to about 53.6 µM), for inactives: at the highest dose activity change, negative = inhibition, usual class: inhibitors | 5.4% of 310,000 active | Nuclear receptor ROR-gamma (Mus musculus), P51450 | AID 2551, 2010 | Drosophila S2 Gal4-RORgamma UAS-luciferase reporter, 20 h; note: potency is the fitted concentration of half-maximal effect; % is set by controls: 0 for no effect and ±100 for the full control effect; nearly all actives have a fitted effect of over 60% in size
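Drosophila Schneider cells stably carrying a metallothionein-driven Gal4 DBD–ROR gamma fusion and a UAS-Photinus luciferase reporter were exposed to compound for 1 hr, then induced with copper sulfate (700 uM final) for 20 hr at ambient temperature before luminescence reading.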
VP16 counter – VP16 counterscreen qHTS for inhibitors of ROR gamma transcriptional activity; Drosophila S2 Gal4-VP16 UAS-luciferase, luminescence, 20 h; Potency, µM (series often up to 53.6 µM), inactives show at the highest dose activity, negative = inhibition, most hits filed as inhibitors; 3.5% of 310,000 active; AID 2546, 2010;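 note: Gal4-VP16 expression switched on by copper sulfate through the metallothionein promoter; potency is the fitted concentration of half-maximal effect; % is set by controls: 0 for no effect and ±100 for the full control effect; nearly all actives have a fitted effect of over 50% in size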
* marks the source's active call; other numbers are inactive results; ? = inconclusive; nt = no result given; [ ] = remark or other dose. Unless noted, calls come from the whole dose curve; as a rule, active = well fitted curve in the direction sought with a large enough effect; inconclusive = small, poorly fitted or top-dose-only effect, or another doubt; inactive = no such curve, though single readings can be large; an effect the other way counts as inactive or inconclusive. Only part of the results is shown; rates above refer to the full screens.

The first 3 records, to show the layout:
SMILES	BRCA1 expr up	PKM2 activator	Rab9 promoter act	p53 reactivation	ELG1 genotoxic	Menin-MLL TR inh	Giardia kill	NPC1 prom act	FLuc modulator	RORgamma inh	VP16 counter
c1coc(CNc2c3c(nc4ncnn24)CCC3)c1	3%	12%	11%	-2%	-8%	7%	12	4%	-3%	-18%	-20%
CC1CCCCC1NC(=O)CN(C)S(=O)(=O)c1ccc2c(c1)c(=O)n(C)c(=O)n2C (configuration not stated)	-1%	nt	-3%	-7%	-2%	4%	-4	-7%	0%	-28%	?
O=C(Nc1nc(-c2ccc(F)cc2)cs1)c1cnccn1	3%	3%	18%	7%	2%	?	-29	16%	-14%	2.2µM*	?

Main list, repeating the preview:
SMILES	BRCA1 expr up	PKM2 activator	Rab9 promoter act	p53 reactivation	ELG1 genotoxic	Menin-MLL TR inh	Giardia kill	NPC1 prom act	FLuc modulator	RORgamma inh	VP16 counter
c1coc(CNc2c3c(nc4ncnn24)CCC3)c1	3%	12%	11%	-2%	-8%	7%	12	4%	-3%	-18%	-20%
CC1CCCCC1NC(=O)CN(C)S(=O)(=O)c1ccc2c(c1)c(=O)n(C)c(=O)n2C (configuration not stated)	-1%	nt	-3%	-7%	-2%	4%	-4	-7%	0%	-28%	?
O=C(Nc1nc(-c2ccc(F)cc2)cs1)c1cnccn1	3%	3%	18%	7%	2%	?	-29	16%	-14%	2.2µM*	?
O=S(=O)(NCC1CCCO1)c1ccc(NS(=O)(=O)c2ccc(F)cc2)cc1 (configuration not stated)	10%	7%	-1%	-3%	3%	15%	-4	3%	5%	-30%	0%
CCOc1ccc(-n2c(=O)cc(N3CCN(c4ccc(F)cc4)CC3)[nH]c2=O)cc1	19%	0%	-1%	21%	-1%	-21%	9	-6%	-1%	-2%	-7%
Cc1ccc2nc(-c3ccccc3O)c(Nc3ccc4c(c3)OCCO4)n2c1	-22%	1%	0%	7%	0%	?	2	-1%	?	18µM*	-23%
CCOC(=O)/C(C#N)=C(\N)C(C)C(=O)Nc1ccccn1 (configuration not stated)	-9%	-3%	-7%	-4%	-2%	-1%	5	-1%	1%	-1%[10 µM]	0%
CCOC(=O)C1(CC2CCCCO2)CCN(S(=O)(=O)c2cccc(F)c2)CC1 (configuration not stated)	2%	-2%	0%	0%	-5%	-11%	8	-9%	1%	-10%	-14%
CCC(=O)NC(c1ccc(C)cc1)c1ccc2cccnc2c1O (configuration not stated)	-61%	0%	-47%[inhibitor]	nt	19%	-15%	12	-31%[inhibitor]	1%	2.2µM*	2.8µM*
COc1cc(CNc2nnnn2C)cc(OC)c1OC	-7%	1%	1%	nt	0%	7%	?	-4%	0%	?	2%
Cc1cc(C(F)(F)Cl)n2ncc(-c3ccccn3)c2n1	-44%	nt	-2%	-1%	6%	4%	7	6%	-4%	?	5%
COc1ccc(-n2c(O)cnc2Nc2nc(C)cc(C)n2)cc1OC	-1%	9%	14%	-2%	8%	-9%	-3	14%	3%	-5%	10%
COc1ccc(CC(=O)NNC(=O)CSc2nc(C)c(C)c(=O)[nH]2)cc1	-13%	-5%	4%	5%	2%	0%	8	-5%	-13%	-11%	-8%
COCCn1cc(C(=O)c2cc(Br)ccc2O)cc(C#N)c1=O	-6%	10%	-3%	-1%	-17%	-2%	-5	1%	-3%	39%	1%[10 µM]
Cc1cnc(C(=O)NCCc2ccc(C(F)(F)F)cc2)cn1	-2%	0%	-1%	-2%	-6%	3%	-11	-1%	-1%	28%	-20%
Cc1cc(=O)oc2c(C)c(OC(C)C(=O)NCCN3CCOCC3)ccc12 (configuration not stated)	-4%	nt	-1%	5%	3%	nt	?	-3%	1%	-12%	-1%
COCC(=O)N1CCC(n2nccc2NC(=O)c2ccccc2OC)CC1	-7%	-1%	11%	14%	24%	nt	12	0%	6%	16%	1%
COc1ccc(-n2c(SCC(N)=O)nc3sc4c(c3c2=O)CCC4)cc1	-1%	-2%	-6%	-2%	3%	3%	8	2%	8%	20%	0%
CCCCN(C(=O)COc1ccc(C)cc1OC)c1c(N)n(CCC)c(=O)[nH]c1=O	0%	0%	-2%	1%	-1%	nt	-28	-1%	-2%	-3%	-6%
CSCCC(NC(=O)c1ccccc1Cl)C(=O)NCc1ccncc1 (configuration not stated)	-9%	nt	-4%	10%	3%	nt	-5	1%	4%	nt	nt
NS(=O)(=O)c1cccc(NC(=O)COC(=O)CN2C(=O)C3CC=CCC3C2=O)c1 (configuration not stated)	-3%	0%	0%	1%	4%	2%	-12	-5%	2%	18%	-16%
Nc1nc(-c2ccccn2)nc(N)c1Cc1ccccc1F	39%	-3%	?	24%	-5%	2%	-7	?	15µM*	6.3µM*	1%
COc1cccc(C(=O)NCCCN2CCN(CCCNC(=O)c3cccc(OC)c3)CC2)c1	14%	1%	-1%	-9%	0%	-4%	-9	-5%	2%	44%	-12%
Nc1nnc(SCC(=O)Nc2sc3c(c2C(=O)c2ccccc2)CCCC3)s1	-44%	0%	-4%	-6%	-2%	1%	-25	-7%	3%	22µM*	?
Cc1ccc(-n2nc3c(=O)n(CCCC(=O)NCc4ccco4)nc(C)c3c2C)cc1	-5%	nt	?	-4%	0%[9.26 µM]	-2%	28	-3%	0%	8%	-3%
CC[C@@H]1Cc2cc(O)ccc2C2=C1c1ccc(O)cc1C[C@H]2CC	-64%	nt	-36%[inhibitor][46.1 µM]	-6%	-18%	?	1	-32%[inhibitor][46.1 µM]	-7%	?	?
Cc1ccc(S(=O)(=O)N2CC3CCC2C3)cc1 (configuration not stated)	-8%	0%	-10%	14%	-1%	-2%	-12	-3%	2%	21%	-16%
Cc1ccccc1Cn1c(=O)n(CC2CCC(C(=O)NCCc3ccccc3)CC2)c(=O)c2ccccc21 (configuration not stated)	-10%	1%	-1%	3%	?	-28%	11	-5%	4%	?	18%
CC(c1ccc2c(c1)OCO2)n1c(=S)[nH]c2ccccc2c1=O (configuration not stated)	-22%	nt	5%	-2%	2%	nt	5	-6%	nt	nt	nt
CC(=O)c1cccc(NC(=O)c2cc(-c3ccc(C)cc3)on2)c1	?	-5%	?	8%	4.6µM*	1%	-12	?	?	0%	2%
COc1cc2c(cc1OC)-c1nnc(-c3ccco3)n1C1(CCCC1)C2	0%	6%	-3%	-8%	2%	-13%	8	-3%	-18%	51%	1%
Cc1cccc(NC(=S)NCCc2ccc(Cl)cc2)c1C	-7%	1%	-2%	14%	9%	4%	16	-3%	2%	5.6µM*	7.1µM*
CCCNC(=O)c1cc(-c2ccc(OC)cc2)n(CCCOC)c1C	3%	-4%	-4%	-22%	-1%	-22%	30	1%	0%	-18%	-11%
COc1ccc(NC(=O)CSc2ncnc3[nH]ncc23)cc1	-4%	2%	-3%	3%	-4%	nt	-15	2%	-3%	-9%	8%
S=C(N/N=C/c1ccc(Br)cc1)N1CCCCC1	8.9µM*	3%[11.5 µM]	0.89µM*	nt	?	-7%	-24	4µM*	27µM*	1.4µM*	0.89µM*
c1csc(-c2noc(COc3ccc4c(c3)CCCC4)n2)c1	4µM*	-10%	2.8µM*	?	18µM*	12%	3	4µM*	11µM*	?	7%

Random excerpt: 3 compounds from above
SMILES	BRCA1 expr up	PKM2 activator	Rab9 promoter act	p53 reactivation	ELG1 genotoxic	Menin-MLL TR inh	Giardia kill	NPC1 prom act	FLuc modulator	RORgamma inh	VP16 counter
CCOc1ccc(-n2c(=O)cc(N3CCN(c4ccc(F)cc4)CC3)[nH]c2=O)cc1	19%	0%	-1%	21%	-1%	-21%	9	-6%	-1%	-2%	-7%
CSCCC(NC(=O)c1ccccc1Cl)C(=O)NCc1ccncc1 (configuration not stated)	-9%	nt	-4%	10%	3%	nt	-5	1%	4%	nt	nt
Nc1nnc(SCC(=O)Nc2sc3c(c2C(=O)c2ccccc2)CCCC3)s1	-44%	0%	-4%	-6%	-2%	1%	-25	-7%	3%	22µM*	?
